PME-1 inh: blocks human protein phosphatase methylesterase 1; Q9Y570; inhibition, % at 5.9 µM; recombinant PME-1, FP-Rh probe fluorescence polarization; 0.53% of 320,000 active; AID 2130;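 active = inhibition above the campaign mean of all compounds plus 3 SD, cut at about 26% in these data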;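 note: competitive labeling of PME-1 active site by serine hydrolase directed probe; 0% = PME-1 with DMSO and 100% = wells lacking PME-1 enzyme; inhibitors block probe labeling so polarization falls and inhibition rises; many of its hits are not listed in these tables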
Target sequence (Q9Y570 whole entry, looked up): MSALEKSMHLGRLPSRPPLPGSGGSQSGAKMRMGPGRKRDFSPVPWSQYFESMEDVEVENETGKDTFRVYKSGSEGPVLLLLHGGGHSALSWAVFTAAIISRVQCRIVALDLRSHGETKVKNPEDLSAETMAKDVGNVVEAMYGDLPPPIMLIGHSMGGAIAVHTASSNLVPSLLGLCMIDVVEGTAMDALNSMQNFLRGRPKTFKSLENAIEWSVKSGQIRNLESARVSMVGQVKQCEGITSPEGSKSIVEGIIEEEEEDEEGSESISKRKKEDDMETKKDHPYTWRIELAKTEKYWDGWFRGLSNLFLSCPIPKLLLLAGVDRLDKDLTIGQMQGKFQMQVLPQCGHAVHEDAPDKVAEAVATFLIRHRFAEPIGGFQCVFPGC
PAFAH1B3 FP inh: blocks human PAF acetylhydrolase 1B catalytic subunit 3. 0.28% of 340,000 active. inhibition, % at 3.39 µM. AID 492972. Q15102. recombinant PAFAH1B3, FP-rhodamine probe, fluorescence polarization;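 active = inhibition above the screen-wide average of all tested compounds plus 3 SD, cut at about 25% in these data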;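 note: 0% = enzyme with DMSO only and 100% = wells lacking PAFAH1B3 protein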
GSTO1 counter: counter-screen for RBBP9 inhibitors: inhibitors of human GSTO1; inhibition, % at 5.96 µM; recombinant GSTO1, activity-based probe fluorescence polarization; 1.1% of 300,000 active; P78417; AID 1974;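 active = inhibition above the campaign mean inhibition plus 3 SD, cut at about 35% in these data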;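 note: 0% = GSTO1-1 with DMSO and 100% = wells lacking GSTO1-1 enzyme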
PAFAH2 inh: PAFAH2 (human) inhibition. Q99487. recombinant PAFAH2, FP-rhodamine activity probe, fluorescence polarization. inhibition, % at 3.39 µM. 0.99% of 340,000 active;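 active = inhibition above the mean over all tested compounds plus 3 SD, cut at about 30% in these data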;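 note: inhibitors block probe labeling of enzyme so polarization drops; 0% = enzyme with DMSO and 100% = wells lacking PAFAH2 protein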
LYPLA1 counter: LYPLA1 (human) inhibition in PME1 counter-screen; AID 2174; O75608; inhibition, % at 5.9 µM; 0.16% of 320,000 active; recombinant LYPLA1, FP-Rh probe fluorescence polarization;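 active = inhibition above the mean of all tested compounds plus 3 SD, set per campaign, cut at about 14% in these data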;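 note: inhibitors block serine hydrolase probe labeling of LYPLA1 so polarization falls; 0% = enzyme with DMSO and 100% = wells lacking LYPLA1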
LYPLA2 counter: LYPLA2 (human) inhibition in PME1 counter-screen. inhibition, % at 5.9 µM. 0.38% of 320,000 active. recombinant LYPLA2, FP-Rh probe fluorescence polarization. O95372;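 active = inhibition above the screen-wide mean plus 3 SD, limit set per campaign, cut at about 26% in these data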;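 note: 0% = LYPLA2 with DMSO and 100% = wells lacking LYPLA2 enzyme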
Target sequence (O95372 whole entry, looked up): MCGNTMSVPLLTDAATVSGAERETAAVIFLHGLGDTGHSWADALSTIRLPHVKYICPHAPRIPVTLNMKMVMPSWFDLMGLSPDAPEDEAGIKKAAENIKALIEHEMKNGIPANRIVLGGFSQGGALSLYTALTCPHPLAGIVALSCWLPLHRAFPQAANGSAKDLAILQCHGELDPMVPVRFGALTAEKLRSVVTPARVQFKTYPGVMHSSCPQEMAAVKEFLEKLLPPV
PAFAH1B2 FP inh: blocks human PAF acetylhydrolase 1b catalytic subunit 2; P68402; 1.2% of 340,000 active; inhibition, % at 3.39 µM; recombinant PAFAH1B2, FP-rhodamine activity probe, fluorescence polarization;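 active = inhibition above the mean of all tested compounds plus 3 SD, cut at about 24% in these data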;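 note: 0% = enzyme with DMSO and 100% = wells lacking PAFAH1B2; many of its hits are not listed in these tables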
pPAFAH inh: inhibitors of human plasma PAF acetylhydrolase (pPAFAH); 1.5% of 330,000 active; Q13093; inhibition, % at 3.39 µM; recombinant pPAFAH, FP-rhodamine probe fluorescence polarization; AID 463082;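 active = inhibition above the mean inhibition across the screen plus 3 SD, cut at about 25% in these data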;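 note: inhibitors block binding of the rhodamine activity-based probe so polarization drops; 0% = enzyme with DMSO and 100% = wells lacking pPAFAH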
Target sequence (Q13093 whole entry, looked up): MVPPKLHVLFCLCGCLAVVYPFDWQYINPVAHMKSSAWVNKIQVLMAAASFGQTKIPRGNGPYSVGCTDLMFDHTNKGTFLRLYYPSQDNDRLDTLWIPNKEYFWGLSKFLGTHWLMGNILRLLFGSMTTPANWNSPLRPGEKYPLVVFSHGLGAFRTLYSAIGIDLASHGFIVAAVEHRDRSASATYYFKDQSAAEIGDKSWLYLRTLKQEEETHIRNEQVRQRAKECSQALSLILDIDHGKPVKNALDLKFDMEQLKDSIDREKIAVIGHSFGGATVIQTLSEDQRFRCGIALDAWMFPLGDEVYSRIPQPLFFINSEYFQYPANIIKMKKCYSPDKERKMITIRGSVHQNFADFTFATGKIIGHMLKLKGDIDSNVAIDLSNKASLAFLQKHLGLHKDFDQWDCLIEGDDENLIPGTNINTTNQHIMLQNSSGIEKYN
PAD4 FP inh: blocks human protein arginine deiminase 4 | recombinant PAD4, RCA probe fluorescence polarization | Q9UM07 | 0.41% of 330,000 active | inhibition, % at 6.36 µM;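 active = percent inhibition above a cutoff equal to the mean of all tested compounds plus 3 SD, cut at about 15% in these data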;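 note: 0% = PAD4 with RCA probe and DMSO and 100% = probe without PAD4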
* = called active by the depositor; . = no result given.

SMILES	PME-1 inh	PAFAH1B3 FP inh	GSTO1 counter	PAFAH2 inh	LYPLA1 counter	LYPLA2 counter	PAFAH1B2 FP inh	pPAFAH inh	PAD4 FP inh
CN(CC(=O)Nc1ccc(F)c(F)c1F)C(=O)CN1C(=O)NC2(CCCC2)C1=O	2	3	2	-41	-4	0	3	2	-4
Nc1nc(CN2CCCCCC2)nc(Nc2ccccc2)n1	-4	-4	-1	-2	-5	-4	0	-3	4
O=C(Nc1cc(S(=O)(=O)N2CCOCC2)ccc1N1CCCCC1)c1ccc(Cl)cc1	-1	12	.	2	-2	-5	10	7	0
CCOc1ccc2nc(N3CCCCCC3)sc2c1	-3	0	10	-2	-1	3	3	9	2
Cc1nn(-c2ccc(C(=O)OC(C)C)cc2)c(C)c1[N+](=O)[O-]	6	-2	0	-5	2	10	-3	3	0
O=C(Nc1ccc2c(c1)OCCO2)c1ccc(NC(=O)C2CCCO2)cc1 (stereo not given)	-5	-1	-2	-7	0	-2	1	2	-4
COc1ccc(C(CNC(=O)c2cccc(NS(=O)(=O)c3ccc(C)c(F)c3)c2)N(C)C)cc1 (stereo not given)	4	3	5	3	0	3	0	3	-3
CCCCNC(=O)c1onc(CSc2cccc(Cl)c2)c1C(=O)O	1	7	-69	15	1	6	12	16	-2
O=C(CCNc1n[nH]c(=O)[nH]c1=O)N/N=C\c1ccc(Br)cc1	-7	3	6	-6	-1	0	-1	-3	-2
C=CCNC(=O)c1ccc(C(=O)c2ccccc2)cc1	-3	2	0	2	1	0	5	5	-3

Single records (already shown).
Listed for `CCOc1ccc2nc(N3CCCCCC3)sc2c1` : PME-1 inh = -3; PAFAH1B3 FP inh = 0; GSTO1 counter = 10; PAFAH2 inh = -2; LYPLA1 counter = -1; LYPLA2 counter = 3; PAFAH1B2 FP inh = 3; pPAFAH inh = 9; PAD4 FP inh = 2
Listed for `C=CCNC(=O)c1ccc(C(=O)c2ccccc2)cc1` : PME-1 inh = -3; PAFAH1B3 FP inh = 2; GSTO1 counter = 0; PAFAH2 inh = 2; LYPLA1 counter = 1; LYPLA2 counter = 0; PAFAH1B2 FP inh = 5; pPAFAH inh = 5; PAD4 FP inh = -3

The list continues:
SMILES	PME-1 inh	PAFAH1B3 FP inh	GSTO1 counter	PAFAH2 inh	LYPLA1 counter	LYPLA2 counter	PAFAH1B2 FP inh	pPAFAH inh	PAD4 FP inh
CCO/N=C/C(=O)Nc1ccc(F)cc1F	1	-8	4	2	-4	3	-2	3	-3
Cc1ccc(C)c(N2CCN(C(=O)CCc3nc4ccccc4[nH]3)CC2)c1	2	9	-6	3	0	-2	-1	5	-3
CC(C)[C@H](NC(=O)c1ccccc1)C(=O)OCC(=O)Nc1ccc2c(c1)OCCO2	-1	5	2	-3	-2	1	-2	4	-3
COc1ccccc1N1CCN(C2=NS(=O)(=O)c3ccccc32)CC1	5	-1	-5	-5	0	-7	0	-8	0
CC(C)(C)C(=O)c1sc2nc(-c3cccs3)cc(C(F)(F)F)c2c1N	8	3	4	-3	3	1	1	3	-2
CCC1(c2ccccc2)NC(=O)N(CC(=O)Nc2cccc(C#N)c2)C1=O (stereo not given)	0	16	-1	-1	1	-2	3	-5	0
O=c1[nH]c2ccccc2c(=O)n1CCCO	1	9	-1	1	4	4	2	0	-1
O=C(COc1ccc(Cl)cc1Cl)NCc1ccco1	5	6	19	6	8	12	2	1	-3
O=C1OC(c2ccccc2)c2ccccc21 (stereo not given)	0	1	-5	-4	-1	7	-1	6	-6
Cc1c(NC(=O)c2ccco2)cccc1C(=O)NN1C(=O)c2ccccc2C1=O	-2	-3	0	-4	-1	4	10	-2	1
O=C(N/N=C/c1ccc(OC(F)F)cc1OC(F)F)NC1CCCCC1	2	7	-9	5	-3	-5	1	8	-3
COc1ccc(C2CC(=O)C(C=NCCN3CCN(C(C)=O)CC3)=C(O)C2)cc1 (stereo not given)	6	3	-1	4	2	0	0	0	-1
Cc1cccc(NC(=O)c2nc[nH]c2C(=O)N2CCN(C(=O)OC(C)(C)C)CC2)c1	-6	12	.	-7	-4	-4	-2	-1	1
COc1cccc(C(=O)NNC(=O)CCN2CCN(c3ccccc3)CC2)c1	.	3	.	-1	.	.	2	2	-1
CC(C)c1ccc(C2(O)C(=O)Nc3cc(Br)ccc32)c(O)c1 (stereo not given)	6	4	6	2	-4	0	15	6	-4
COc1ccc(CCNCC(O)COc2cccc(C(C)=O)c2)cc1OC (stereo not given)	0	11	1	1	0	-2	1	-1	1
O=S(=O)(NCC1CCCO1)c1ccc(-c2ccc(S(=O)(=O)NCC3CCCO3)cc2)cc1 (stereo not given)	7	1	7	1	1	6	4	6	-3
Cc1cc(C)nc(NNC(=O)c2ccccc2O)n1	-6	5	8	0	-2	-4	0	3	-2
Cc1ccc(NC(=S)N(CCCN2CCCC(C)C2)Cc2ccco2)cc1C (stereo not given)	8	3	-1	-3	0	-1	-3	-2	0
Cc1cc(Cl)ccc1OCC(=O)N1C(C)CCCC1C (stereo not given)	6	9	-3	1	1	9	6	7	-3
O=C(Nc1ccc(NC(=O)c2ccccc2Cl)nc1)c1ccco1	-1	3	-2	9	1	2	9	0	0
COc1cc(OC)cc(C(=O)N[C@H](C(=O)OCC(=O)c2ccc(C)c([N+](=O)[O-])c2)C(C)C)c1	.	10	.	3	.	.	3	3	-2
Cc1ccc(N2CC(NC(=O)C3CC3)CC2=O)cc1 (stereo not given)	4	4	0	0	7	2	-1	2	0
CC(=O)Nc1ccc(S(=O)(=O)NCC(=O)N2CCN(S(=O)(=O)c3cccs3)CC2)cc1	1	10	.	3	0	-6	11	-2	10
O=C(Nc1ccccc1)OCC(CN1CCCCC1)OC(=O)Nc1ccccc1 (stereo not given)	3	5	-4	-8	-3	2	-1	2	1
Cc1c(Cc2ccccc2)c(=O)oc2c(C)c(OCC(=O)Nc3ccc(C#N)cc3)ccc12	4	6	-3	0	2	9	0	0	-2
COCC(=O)Nc1ccc(C(=O)Nc2ccccc2Cl)cc1	3	.	-1	.	-2	-2	.	1	-1
COc1ccc(Nc2ncnc3sccc23)c(OC)c1	8	7	2	-6	-4	-2	0	3	-6
O=C(NCC1CCCN1S(=O)(=O)c1cccs1)c1ccc(F)c(F)c1 (stereo not given)	2	4	-3	2	3	2	4	5	-6
CCc1cc2c(=O)c(-c3ccc4c(c3)OCCO4)coc2cc1OS(C)(=O)=O	-7	4	-3	-6	-7	-6	-5	6	2
Cc1cc(Br)ccc1NC(=O)CSc1nnc(CN2CCOCC2)n1C	0	8	1	-10	0	19	2	2	3
COc1ccc(/C=C/c2c([N+](=O)[O-])c(=O)n(C)c(=O)n2C)cc1O	5	1	0	6	-3	-4	1	0	-2
COc1ccc(-c2n[nH]c(=S)n2-c2ccccc2C)cc1	-1	8	3	-1	0	-10	3	5	3
O=S(=O)(c1ccc(S(=O)(=O)n2cnc3ccccc32)cc1)N1CCCCCC1	1	2	-4	0	1	6	11	3	1
COc1ccccc1C(=O)Nc1ccc(OCC(=O)N2CCCCC2)cc1	-4	4	.	0	3	-3	-1	0	0
CN(CC1COc2ccccc2O1)C(=O)c1cc(COc2c(F)cccc2F)on1 (stereo not given)	0	4	5	-15	6	9	-3	0	0
CCc1ccc(OCC(=O)NNC(=O)c2nn(CC)c(=O)c3ccccc23)cc1	-4	12	-2	0	1	8	2	4	2
Cc1ccc(S(=O)(=O)Nc2ccc3[nH]c(=O)[nH]c3c2)c(C)c1	0	5	-17	1	-3	-8	5	-1	-1
CCc1cccc(C)c1N(C(=O)Cn1c(CO)nc2ccccc21)C(C)COC (stereo not given)	4	6	-2	-2	-1	3	-1	3	2
COc1ccc(C(=O)/C=C/Nc2cccc(O)c2)cc1	20	7	4	1	-1	2	5	7	-6
O=C(OCC(=O)C12CC3CC(CC(C3)C1)C2)c1cccnc1Cl	-21	3	3	47*	-3	-4	9	8	4
CCc1cccc(CC)c1-n1c(SCn2nnc3ccccc3c2=O)nnc1-c1cccnc1	6	3	-6	-6	-1	3	5	4	3
COc1ccc2c(C)cc(=O)oc2c1C	-13	2	1	4	2	2	1	-10	-8
Cc1cc(NN)nc(NS(=O)(=O)c2ccccc2Cl)n1	-12	7	7	4	-8	-3	4	4	1
O=C(CC1SCCNC1=O)Nc1cccc(C(F)(F)F)c1 (stereo not given)	-7	-1	-1	1	1	8	-4	2	-1
CCCN(C(=O)Cc1c(C(=O)O)n(C)c2ccccc12)c1cccc(C)c1	-5	6	-2	4	3	1	13	-1	-4
COc1cc(C#Cc2c(-c3ccccc3)n(C)c3ccccc23)cc(OC)c1	2	3	2	5	-3	3	-3	-1	5
COCCN(C(=S)Nc1ccc(C)cc1)C(C)c1cccnc1 (stereo not given)	0	1	8	-1	0	-5	2	3	0
CCOC(=O)C1(CCCc2ccccc2)CCN(C(=O)c2cnn(CC)c2)CC1	-5	-2	-5	-2	1	-1	5	2	-97
O=C(OCC(=O)N1CCOCC1)c1ccccc1SCC(=O)N1CCCC1	-1	1	-2	6	2	8	1	-1	0
Other records
SMILES	PME-1 inh	PAFAH1B3 FP inh	GSTO1 counter	PAFAH2 inh	LYPLA1 counter	LYPLA2 counter	PAFAH1B2 FP inh	pPAFAH inh	PAD4 FP inh
O=C(Cc1ccc([N+](=O)[O-])cc1)NNC(=O)c1cccs1	-7	3	14	2	7	11	8	4	-2
Cc1nc(C(=O)NNC(=O)c2ccccc2Cl)c(C(F)(F)F)o1	1	0	5	-3	1	0	0	-3	3
S=c1[nH]nc(-c2cc(-c3ccccc3)n[nH]2)n1/N=C/C(Br)=C/c1ccccc1	10	.	-21	.	-11	-8	.	6	5
Cc1ccc(/C=N/Nc2nc(C)cc(C)n2)cc1	-3	6	6	1	-2	1	0	6	-7
COc1cc(Cl)c(C)cc1NC(=O)CSc1ccc(NC(C)=O)cc1	-5	10	-4	3	1	-7	6	5	3
COC(=O)C1CCN(S(=O)(=O)Cc2ccccc2)CC1	1	16	-5	9	6	4	1	5	-3
COc1cccc(OCc2cc(C(=O)N(C)Cc3nc(C)cs3)no2)c1	5	2	1	0	1	5	8	3	-5
CCn1cc([N+](=O)[O-])c(C(=O)N2N=C(c3ccc(OC)cc3OC)CC2c2ccccc2O)n1 (stereo not given)	0	4	2	2	-2	3	-1	3	1
COc1ccc(OC)c(Cc2nnc(CCC(=O)NC3CCCCCCC3)o2)c1	-2	7	5	5	3	-1	7	2	-6
CC(CO)(CO)NC(=O)c1ccc(=O)[nH]n1	0	3	6	-13	2	2	-2	2	0
O=C(Nc1cccc(Cl)c1)c1csc(-c2ccccc2)n1	-11	5	-7	-2	-13	-17	2	-1	1
CCCOc1ccc(C(=O)CCC(=O)OC(C)C(=O)Nc2ccc(NC(C)=O)cc2)cc1 (stereo not given)	2	10	5	-1	1	1	3	4	-1
COc1ccc(CCNC(=O)c2ccccc2C(=O)NCCc2ccc(OC)c(OC)c2)cc1OC	0	.	2	.	4	2	.	7	-2
CCOC(=O)NC1(C(F)(F)F)NC(=O)N(C2CCCCC2)C1=O (stereo not given)	5	4	6	-3	0	-6	6	3	-4
CS(=O)(=O)N(CC(=O)Nc1ccccc1C(=O)N1CCOCC1)c1ccccc1	2	2	9	-4	-1	3	3	2	-2
CCOCC(=O)Nc1nnc(COCC)s1	-6	2	10	0	0	-1	4	0	-6
COc1ccccc1CC(=O)N1CCN(c2ccccc2F)CC1	-1	13	2	9	0	2	0	3	3
CCc1ccc(NC(=O)c2ccc(Cn3cc([N+](=O)[O-])cn3)cc2)cc1	-6	-1	8	-6	2	32*	4	-6	-10

A portion of the library; the hit share may differ from the screen's.
